GPR55 beta-arrestin = GPR55 agonists via beta-arrestin recruitment, primary screen, imaging, U2OS cells, beta-arrestin-GFP redistribution (AID 1961) | actives 0.048% (n = 290,000) | U2OS GPR55 beta-arrestin-GFP redistribution imaging; higher % means a stronger effect | activation, % at 10 µM, or EC50 in µM where a hit was titrated;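 active = activation above 40% with more than 50 cells counted in the well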;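 note: U2OS osteosarcoma cells stably expressing GPR55 and beta-arrestin-GFP; plate controls were DMSO negative control for no effect and LPI positive control for full effect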
MgcRacGAP inhibition = MgcRacGAP GTPase-activating activity inhibitors, confirmation, biochemical, ADP Hunter fluorescence; MgcRacGAP-stimulated Rac1 GTP hydrolysis, ADP Hunter fluorescence; higher % means a stronger effect; GST-tagged Rac1 F28L mutant substrate; inhibition, % at 30 µM, or IC50 in µM where a hit was titrated; actives 0.6% (n = 340,000); AID 624330;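 active = first-screen hits whose inhibition reached a set limit at any dose in the follow-up dose series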;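 note: fluorescence reports GDP produced by GAP-driven GTP hydrolysis; strong numbers were not always called active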
GPR55 antagonists = GPR55 antagonists blocking LPI-driven arrestin recruitment, primary screen, imaging, U2OS, beta-arrestin-GFP, LPI agonist (AID 2013). U2OS GPR55 beta-arrestin-GFP translocation imaging, LPI antagonism; higher % means a stronger effect. one-dose inhibition, % at 10 µM; IC50 in µM for titrated hits. actives 0.13% (n = 290,000);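 active = spots per cell inhibited over 60%, with over 100 cells counted and total cytoplasm intensity under 500,000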;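 note: U2OS cells stably carrying GPR55 and arrestin-GFP stimulated by 5 µM LPI near EC80; imaged beta-arrestin-GFP aggregate spots per cell after agonist stimulation; plate controls were LPI-stimulated DMSO wells for no effect and DMSO wells without LPI for full effect; some results filed as inactive read as strong as hits; confirmed hits need IC50 under 10 µM and bright autofluorescent wells are also inconclusive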
NOD1 NF-kB reporter = NOD1 signaling inhibitors, primary screen, cell-based, luminescence, uHTS (AID 1578) | NOD1-driven NF-kB luciferase reporter cells, luminescence; higher % means a stronger effect | inhibition, % at 4 µM; hits with a dose series show EC50 in µM | actives 1% (n = 290,000); in the data active = inhibition mostly above about 36%, no sharp cut-off; inactive = mostly below about 34%;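 note: HEK-293T reporter cells stimulated with the NOD1 agonist gamma-tri-DAP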
HEK293 NOD2/NF-kB = inhibition of NOD2-driven NF-kB reporter – cell-based, luminescence, uHTS, HEK293 (AID 1566) | HEK293 NOD2/NF-kB luciferase reporter, luminescence; higher % means a stronger effect | inhibition, % at 4 µM; hits with a dose series show EC50 in µM | actives 0.63% (n = 290,000); note: many of its hits are not listed in these tables
Large T inhibition = TAg ATPase/helicase activity blockers – biochemical (AID 1903) | actives 0.39% (n = 310,000) | SV40 large T antigen ATPase/helicase inhibition assay; higher % means a stronger effect | inhibition, % at 20 µM; hits with a dose series show IC50 in µM; in the data active = a potency from the dose series; note: strong numbers were not always called active
KOR beta-arrestin-1 = KOR agonists, beta-arrestin recruitment, primary screen, cell-based, luminescence, uHTS (AID 1777); KOR beta-arrestin recruitment, luminescence; higher % means a stronger effect; one-dose activation, % at 10 µM; EC50 in µM for titrated hits; actives 0.02% (n = 280,000); in the data active = activation above about 50%, passing the limit was not always enough; note: a part of the inactive calls stands beside numbers as strong as those of hits
HIV peptide binding = cell-free HIV fusion peptide-binding blockers – biochemical, uHTS, fluorescence dequenching, primary screen (AID 1986); cell-free peptide binding, fluorescence dequenching, 30 min; higher % means a stronger effect; inhibition, % at 20 µM; hits with a dose series show IC50 in µM; actives 0.3% (n = 290,000); in the data active = inhibition mostly above about 52%, no sharp cut-off; inactive = mostly below about 76%; note: some results filed as inactive read as strong as hits
KOR beta-arrestin-2 = KOR antagonists, beta-arrestin recruitment, cell-based, luminescence, uHTS (AID 1778) | KOR beta-arrestin recruitment, luminescence, antagonist mode; higher % means a stronger effect | inhibition, % at 10 µM, or IC50 in µM where a hit was titrated | actives 0.091% (n = 290,000); note: strong numbers were not always called active
An asterisk follows results filed as active; [ ] = dose if it differs, or a comment. Cut-off read from the data, not from the text of the source, unless noted: active = inhibition above about 50%; inactive = the rest.

Screening O=C(Nc1cccc(S(=O)(=O)N2CCCC2)c1)c1ccc2c(c1)OCO2 returned GPR55 beta-arrestin -0.1%, MgcRacGAP inhibition 8%, GPR55 antagonists 7%, NOD1 NF-kB reporter -36%, HEK293 NOD2/NF-kB 0%, Large T inhibition -2%, KOR beta-arrestin-1 -0.1%, HIV peptide binding 1.5% and KOR beta-arrestin-2 -22%.
For CCn1c(O)c(C=Nc2ccccc2)sc1=O the results were GPR55 beta-arrestin 0.0%, MgcRacGAP inhibition 4%, GPR55 antagonists -8%, NOD1 NF-kB reporter -27%, HEK293 NOD2/NF-kB -4%, Large T inhibition 4%, KOR beta-arrestin-1 -3.7%, HIV peptide binding 0.0% and KOR beta-arrestin-2 -31%[20 µM].
Screening Cc1ccc(NS(=O)(=O)c2cc([N+](=O)[O-])ccc2N/N=C/c2sc(N3CCOCC3)nc2-c2ccccc2)c(C)c1 returned GPR55 beta-arrestin <0.5µM*, MgcRacGAP inhibition 5%, GPR55 antagonists 5%, NOD1 NF-kB reporter -12%, HEK293 NOD2/NF-kB -78%, Large T inhibition 8%, KOR beta-arrestin-1 -4.1%, HIV peptide binding -0.5% and KOR beta-arrestin-2 42%.
COc1ccc(Cl)cc1S(=O)(=O)NCCCn1ccnc1 was read as GPR55 beta-arrestin -0.1%, MgcRacGAP inhibition 7%, GPR55 antagonists -24%, NOD1 NF-kB reporter -23%, HEK293 NOD2/NF-kB 6%, Large T inhibition 9%, KOR beta-arrestin-1 -5.8%, HIV peptide binding -1.1% and KOR beta-arrestin-2 -6%[20 µM].
`Cc1cc(C)cc(C(=O)NC(CC(N)=O)c2ccc(N3CCN(c4ccccc4)CC3)c([N+](=O)[O-])c2)c1` (configuration not stated) gave GPR55 beta-arrestin -0.2%, MgcRacGAP inhibition 3%, GPR55 antagonists 0%, NOD1 NF-kB reporter -14%, HEK293 NOD2/NF-kB -33%, Large T inhibition 12%, KOR beta-arrestin-1 -5.1%, HIV peptide binding -1.7% and KOR beta-arrestin-2 -3%[20 µM].
Fc1ccc(-c2n[nH]c(=S)n2CC2CCCO2)cc1 (configuration not stated) was read as GPR55 beta-arrestin 0.3%, MgcRacGAP inhibition -2%, GPR55 antagonists 0%, NOD1 NF-kB reporter 5%, HEK293 NOD2/NF-kB 8%, Large T inhibition -6%, KOR beta-arrestin-1 -1.9%, HIV peptide binding -0.6% and KOR beta-arrestin-2 10%.
Screening CCc1ccc(NC(=O)CCCN2C(=S)NC(C)(C)CC2C)cc1 (configuration not stated) returned GPR55 beta-arrestin -0.2%, MgcRacGAP inhibition 3%, GPR55 antagonists 4%, NOD1 NF-kB reporter -30%, HEK293 NOD2/NF-kB 0%, Large T inhibition 8%, KOR beta-arrestin-1 0.6%, HIV peptide binding -0.2% and KOR beta-arrestin-2 -21%.
For CCOC(=O)N1CCC(N2C(=O)c3ccccc3C2Nc2cc(OC)c(OC)c(OC)c2)CC1 (configuration not stated) the results were GPR55 beta-arrestin -0.1%, MgcRacGAP inhibition 14%, GPR55 antagonists -4%, NOD1 NF-kB reporter -22%, HEK293 NOD2/NF-kB 6%, Large T inhibition 15%, KOR beta-arrestin-1 1.3%, HIV peptide binding -0.1% and KOR beta-arrestin-2 27%.
Screening CCCCc1nc(Cl)c(C#N)c2c1CCC2 returned GPR55 beta-arrestin 0.0%, GPR55 antagonists -1%, NOD1 NF-kB reporter -15%, HEK293 NOD2/NF-kB 1%, Large T inhibition 7%, KOR beta-arrestin-1 -0.9%, HIV peptide binding 0.9% and KOR beta-arrestin-2 16%.
For Cc1ncc([N+](=O)[O-])n1CCOC(=O)Nc1ccc(Cl)c(Cl)c1 the results were GPR55 beta-arrestin -0.1%, MgcRacGAP inhibition 6%, GPR55 antagonists -2%, HEK293 NOD2/NF-kB 5%, Large T inhibition 2%, KOR beta-arrestin-1 17%, HIV peptide binding -2.3% and KOR beta-arrestin-2 -14%.
COc1ccc(N2CCN(C(=O)Cn3cnc4c(cnn4-c4ccc(C)cc4)c3=O)CC2)cc1 was read as GPR55 beta-arrestin -0.5%, MgcRacGAP inhibition 5%, GPR55 antagonists -17%, NOD1 NF-kB reporter -26%, HEK293 NOD2/NF-kB 14%, Large T inhibition 9%, KOR beta-arrestin-1 4.5%, HIV peptide binding -0.4% and KOR beta-arrestin-2 -69%.
COc1cc(/C=N/NC(=O)NC2CCCCC2)cc(OC)c1O was read as GPR55 beta-arrestin -0.2%, MgcRacGAP inhibition 21%, GPR55 antagonists 4%, NOD1 NF-kB reporter 0%, HEK293 NOD2/NF-kB 19%, Large T inhibition 31%, KOR beta-arrestin-1 1.7%, HIV peptide binding -2.0% and KOR beta-arrestin-2 29%.
CCc1nc(C)cn1S(=O)(=O)c1cc([N+](=O)[O-])ccc1Cl was read as GPR55 beta-arrestin 0.4%, MgcRacGAP inhibition 4%, GPR55 antagonists 6.5µM*, NOD1 NF-kB reporter -49%, HEK293 NOD2/NF-kB -81%, Large T inhibition 6%, KOR beta-arrestin-1 -3.8%, HIV peptide binding -1.8% and KOR beta-arrestin-2 -8%.
Screening OC(COCc1ccccc1)CN1CCN(c2ccccc2F)CC1 (configuration not stated) returned GPR55 beta-arrestin -0.1%, MgcRacGAP inhibition 6%, GPR55 antagonists 9%, NOD1 NF-kB reporter -25%, HEK293 NOD2/NF-kB 12%, Large T inhibition -1%, KOR beta-arrestin-1 5.0%, HIV peptide binding -0.5% and KOR beta-arrestin-2 16%.
`S=C(NCC1COc2ccccc2O1)Nc1ccccc1` (configuration not stated) gave GPR55 beta-arrestin 0.1%, MgcRacGAP inhibition 3%, GPR55 antagonists 11%, NOD1 NF-kB reporter -6%, HEK293 NOD2/NF-kB -7%, Large T inhibition -17%, KOR beta-arrestin-1 -3.0%, HIV peptide binding 0.0% and KOR beta-arrestin-2 1%[20 µM].
Screening Cc1ccc(N2Cc3ccccc3C2=O)cc1 returned GPR55 beta-arrestin -0.1%, MgcRacGAP inhibition 11%, GPR55 antagonists 14%, NOD1 NF-kB reporter -50%, HEK293 NOD2/NF-kB -124%, Large T inhibition 5%, KOR beta-arrestin-1 1.8%, HIV peptide binding 0.2% and KOR beta-arrestin-2 -25%[20 µM].
For O=C(Nc1ccc(Cl)c(Cl)c1)Nn1cnnc1 the results were GPR55 beta-arrestin -0.2%, MgcRacGAP inhibition -10%, GPR55 antagonists -5%, NOD1 NF-kB reporter 65%, HEK293 NOD2/NF-kB 5%, Large T inhibition 2%, KOR beta-arrestin-1 0.9%, HIV peptide binding 0.2% and KOR beta-arrestin-2 -24%.
`COc1ccc(C(=O)NCc2nnc(SCC(=O)Nc3nnc(C)s3)o2)cc1OC` gave GPR55 beta-arrestin 0.2%, MgcRacGAP inhibition 14%, GPR55 antagonists -4%, NOD1 NF-kB reporter -27%, HEK293 NOD2/NF-kB -13%, Large T inhibition 5%, KOR beta-arrestin-1 0.4%, HIV peptide binding 0.9% and KOR beta-arrestin-2 9%.
Screening CCc1ccc(N(C(=O)c2ccco2)C(C(=O)NC2CCCC2)c2ccncc2)cc1 (configuration not stated) returned GPR55 beta-arrestin -0.1%, MgcRacGAP inhibition 7%, GPR55 antagonists 2%, NOD1 NF-kB reporter -32%, HEK293 NOD2/NF-kB -1%, Large T inhibition 7%, KOR beta-arrestin-1 1.0%, HIV peptide binding 1.6% and KOR beta-arrestin-2 -9%.
`Cc1ccc2c(c1)C(c1ccncc1)=NNC(c1cccnc1)=N2` gave GPR55 beta-arrestin 0.1%, MgcRacGAP inhibition -1%, GPR55 antagonists 0%, NOD1 NF-kB reporter -20%, HEK293 NOD2/NF-kB 4%, KOR beta-arrestin-1 1.1%, HIV peptide binding 0.0% and KOR beta-arrestin-2 -11%[20 µM].
`CCc1sc(N)nc1-c1ccccc1` gave GPR55 beta-arrestin -0.1%, MgcRacGAP inhibition 25%, GPR55 antagonists 0%, NOD1 NF-kB reporter -22%, HEK293 NOD2/NF-kB -2%, Large T inhibition 7%, KOR beta-arrestin-1 -0.1%, HIV peptide binding 1.3% and KOR beta-arrestin-2 9%.
`Cc1cc(C(=O)Nc2sc(C)c(C)c2C#N)no1` gave GPR55 beta-arrestin -0.1%, MgcRacGAP inhibition 3%, GPR55 antagonists 0%, NOD1 NF-kB reporter -32%, HEK293 NOD2/NF-kB -21%, Large T inhibition 13%, KOR beta-arrestin-1 -1.5%, HIV peptide binding 1.7% and KOR beta-arrestin-2 12%.
For CCN(CC)S(=O)(=O)c1ccc(C(=O)N2CCCCC2)cc1 the results were GPR55 beta-arrestin 39%, MgcRacGAP inhibition 8%, GPR55 antagonists -1%, NOD1 NF-kB reporter -5%, HEK293 NOD2/NF-kB -10%, Large T inhibition 7%, KOR beta-arrestin-1 2.0%, HIV peptide binding -1.7% and KOR beta-arrestin-2 -18%.
For CC(=O)Nc1cc2c(cc1NC(=O)Cn1nc(-c3ccc(F)cc3)ccc1=O)OCCO2 the results were GPR55 beta-arrestin -0.3%, MgcRacGAP inhibition 5%, GPR55 antagonists 3%, NOD1 NF-kB reporter -11%, HEK293 NOD2/NF-kB -11%, Large T inhibition 1%, KOR beta-arrestin-1 -3.8%, HIV peptide binding -1.8% and KOR beta-arrestin-2 -15%.
`CC1=NOC(=O)/C1=C/c1ccc(O)c(Br)c1` gave GPR55 beta-arrestin 0.9%, MgcRacGAP inhibition 16%, GPR55 antagonists -12%, NOD1 NF-kB reporter 7%, HEK293 NOD2/NF-kB 8%, Large T inhibition 32%, KOR beta-arrestin-1 -3.9%, HIV peptide binding 16% and KOR beta-arrestin-2 10%.
For CCCc1ccc(OCc2nc(-c3ccc(NC(=O)c4cccs4)cc3)no2)cc1 the results were GPR55 beta-arrestin -0.4%, MgcRacGAP inhibition 6%, GPR55 antagonists -8%, NOD1 NF-kB reporter -36%, HEK293 NOD2/NF-kB -32%, Large T inhibition 1%, KOR beta-arrestin-1 1.2%, HIV peptide binding 0.8% and KOR beta-arrestin-2 -19%.

Gathered by group, the compounds so far with two or more sulfur atoms.
Screening Cc1ccc(NS(=O)(=O)c2cc([N+](=O)[O-])ccc2N/N=C/c2sc(N3CCOCC3)nc2-c2ccccc2)c(C)c1 returned GPR55 beta-arrestin <0.5µM*, MgcRacGAP inhibition 5%, GPR55 antagonists 5%, NOD1 NF-kB reporter -12%, HEK293 NOD2/NF-kB -78%, Large T inhibition 8%, KOR beta-arrestin-1 -4.1%, HIV peptide binding -0.5% and KOR beta-arrestin-2 42%.
`COc1ccc(C(=O)NCc2nnc(SCC(=O)Nc3nnc(C)s3)o2)cc1OC` gave GPR55 beta-arrestin 0.2%, MgcRacGAP inhibition 14%, GPR55 antagonists -4%, NOD1 NF-kB reporter -27%, HEK293 NOD2/NF-kB -13%, Large T inhibition 5%, KOR beta-arrestin-1 0.4%, HIV peptide binding 0.9% and KOR beta-arrestin-2 9%.

Screens from PubChem BioAssay.

Only part of the results is shown; the hit share may differ from the screen's.
